# High-throughput results (PubChem)
# CYP2C9 inhib = inhibitors of human CYP2C9; CYP2C9 Supersomes, luciferin-H conversion, luminescence; P11712; 96,000 compounds, 20% hits; inhibition, % at 5 µM; AID 777;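 active means blocking of liver enzyme CYP2C9 beyond about 50% at 5 µM, limit read from the data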; further: values of inactives mirror those of a sister screen read the other way
# LYP inh 2 = inhibitors of human LYP (PTPN22) phosphatase | inhibition, % at 2 µM | 96,000 compounds, 0.21% hits | Q9Y2R2 | recombinant LYP catalytic domain, DiFMUP fluorescence;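 active means inhibition at 2 µM at or above a set limit, the screen mean plus 3 SD, cut at about 24% in these data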;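 further: 0% = DMSO with enzyme and 100% = enzyme fully blocked by orthovanadate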
# LYP act = increases human PTPN22 phosphatase activity; 96,000 compounds, 0.11% hits; Q9Y2R2; recombinant LYP, DiFMUP fluorescence; 0 = plate median, 100 = signal doubled; activation, % at 2 µM; AID 697;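 active means activation at 2 µM above a set limit, the mean plus 5 SD, cut at about 37% in these data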
# PLK1 kinase inh = PLK1 (human) kinase inhibition; P53350; recombinant PLK1 kinase, TR-FRET peptide phosphorylation; inhibition, % at 10 µM; 97,000 compounds, 0.53% hits; AID 619;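 active means inhibition of 50% or more in the single-concentration screen; inactive means inhibition below 50%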;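 further: 0% = DMSO max control and 100% = H-89 dihydrochloride min control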
# CYP2C9 act = activators of human CYP2C9; recombinant CYP2C9, luciferin-H conversion, luminescence; hits give high values; factor 1 = untreated enzyme, 0 = blocked; AID 1024; activation factor at 5 µM; 96,000 compounds, 1.4% hits;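 active means activation factor of 2 or more for CYP2C9 at a 5 µM dose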;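 further: 0 = sulfaphenazole-blocked wells and 1 = vehicle-only wells; values of inactives mirror those of a sister screen read the other way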
# HIV Rev-RRE inh = inhibitors of HIV-1 Rev-RRE RNA interaction; P05866; Rev peptide-RRE RNA binding, FRET; inhibition, % at 8 µM; 97,000 compounds, 0.79% hits; AID 704;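 active means inhibition above the screen-wide mean plus 3 SD, cut at about 35% in these data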;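 further: 0% = median DMSO wells and 100% = median Neomycin B control wells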
# Target sequence (P05866 whole entry, looked up): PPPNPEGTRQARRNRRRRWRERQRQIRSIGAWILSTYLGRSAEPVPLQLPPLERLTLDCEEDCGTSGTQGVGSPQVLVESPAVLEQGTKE
#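 Probe or stimulus: fluorescein-Rev peptide as binding partner; assay system: Cy5-tagged RRE RNA duplex with fluorescein-tagged Rev peptide; timing: 5 min compound–RNA preincubation, then 15 min with peptide, 25 °C; medium: HEPES pH 7.5 buffer with KCl, MgCl2, NaCl and EDTA; signal: fluorescein-to-Cy5 FRET, 480 nm excitation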
# Calb biofilm kill = kills Candida albicans biofilms. inhibition, % at 6 µM. C. albicans biofilm + clotrimazole, Alamar Blue. 85,000 compounds, 0.14% hits;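 active means inhibition above 20%; inactive means inhibition below 20%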;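 further: preformed 24 hr biofilms exposed to compound for 48 hr; 0% = biofilm without compound and 100% = blank killed by clotrimazole plus chlorhexidine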
# EphB4 antag = antagonists of human EphB4-ephrin-B2 interaction; P54760; EphB4 LBD / TNYL-RAW-Alexa532 peptide, fluorescence polarization; inhibition, % at 7 µM; 97,000 compounds, 0.15% hits;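 active means inhibition above the screen-wide mean inhibition plus 3 SD, cut at about 15% in these data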;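 further: 0% = DMSO wells and 100% = excess unlabeled TNYL-RAW peptide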
# Target sequence (P54760 whole entry, looked up, the tested form may be a part): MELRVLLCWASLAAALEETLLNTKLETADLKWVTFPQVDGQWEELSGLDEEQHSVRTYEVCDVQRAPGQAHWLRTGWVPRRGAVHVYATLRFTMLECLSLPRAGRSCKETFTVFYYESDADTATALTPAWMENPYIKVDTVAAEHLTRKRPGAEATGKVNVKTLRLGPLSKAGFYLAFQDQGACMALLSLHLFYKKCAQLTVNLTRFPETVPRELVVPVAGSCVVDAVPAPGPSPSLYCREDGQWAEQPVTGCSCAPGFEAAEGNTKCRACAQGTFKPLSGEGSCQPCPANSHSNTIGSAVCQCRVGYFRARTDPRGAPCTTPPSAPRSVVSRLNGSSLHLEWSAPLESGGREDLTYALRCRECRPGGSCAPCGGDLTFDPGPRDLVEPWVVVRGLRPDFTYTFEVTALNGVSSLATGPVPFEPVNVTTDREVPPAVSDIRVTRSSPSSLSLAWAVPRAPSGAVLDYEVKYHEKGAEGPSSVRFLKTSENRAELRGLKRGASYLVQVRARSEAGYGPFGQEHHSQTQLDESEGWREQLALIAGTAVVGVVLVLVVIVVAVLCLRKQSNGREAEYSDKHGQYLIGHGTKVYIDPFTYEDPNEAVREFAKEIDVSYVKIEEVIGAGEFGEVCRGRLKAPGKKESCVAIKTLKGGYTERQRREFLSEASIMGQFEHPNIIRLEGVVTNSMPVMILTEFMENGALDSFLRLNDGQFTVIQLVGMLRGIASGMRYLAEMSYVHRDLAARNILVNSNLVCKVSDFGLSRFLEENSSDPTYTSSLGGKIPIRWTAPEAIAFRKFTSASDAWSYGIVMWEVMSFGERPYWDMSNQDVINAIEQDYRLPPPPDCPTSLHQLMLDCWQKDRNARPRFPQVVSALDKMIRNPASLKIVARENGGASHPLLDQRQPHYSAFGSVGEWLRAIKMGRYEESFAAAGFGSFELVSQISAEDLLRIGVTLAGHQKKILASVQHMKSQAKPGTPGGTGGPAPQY
# Plk1 PBD FP = Plk1 (human) PBD binding inhibition. Plk1 PBD phosphopeptide binding, fluorescence polarization. inhibition, %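 (tested at about 20 µM)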. 97,000 compounds, 0.13% hits; in the data active means inhibition above about 34%, passing the limit was not always enough
# * marks the source's active call; other numbers are inactive results; nt = not tested or not shown; [ ] = dose if it differs, or a comment.
# Preview, six compounds:
SMILES,CYP2C9 inhib,LYP inh 2,LYP act,PLK1 kinase inh,CYP2C9 act,HIV Rev-RRE inh,Calb biofilm kill,EphB4 antag,Plk1 PBD FP
COc1ccc(-n2c(SCCC#N)nnc2-c2cc(Cl)ccc2OC)cc1Cl,nt,0,-2,-1,nt,3,4,-1,32
Cn1nnc2c(N3CCCCC3)nccc21,34,-2,3,-7,0.7,10,-1,1,-21
COc1ccccc1N1CCN(C(c2ccccc2)c2nnnn2CCc2ccccc2)CC1 (stereo not drawn),nt,6,-5,-15,nt,10,4,0,-9
CC1=C(C(=O)OCC(C)C)C(c2ccsc2)NC(=O)N1 (stereo not drawn),52*,4,-4,-8,0.5,-1,5,-1,-9
O=C(O)c1cccnc1SC1CC(=O)N(Cc2ccccc2)C1=O (stereo not drawn),4,2,-3,-7,1,5,4,7,-6
N#CC1=C(N)Oc2n[nH]c(-c3cccs3)c2C1c1cccnc1 (stereo not drawn),69*,-9,8,-11,0.3,2,6,-10,7

# The list itself, from the start:
SMILES,CYP2C9 inhib,LYP inh 2,LYP act,PLK1 kinase inh,CYP2C9 act,HIV Rev-RRE inh,Calb biofilm kill,EphB4 antag,Plk1 PBD FP
COc1ccc(-n2c(SCCC#N)nnc2-c2cc(Cl)ccc2OC)cc1Cl,nt,0,-2,-1,nt,3,4,-1,32
Cn1nnc2c(N3CCCCC3)nccc21,34,-2,3,-7,0.7,10,-1,1,-21
COc1ccccc1N1CCN(C(c2ccccc2)c2nnnn2CCc2ccccc2)CC1 (stereo not drawn),nt,6,-5,-15,nt,10,4,0,-9
CC1=C(C(=O)OCC(C)C)C(c2ccsc2)NC(=O)N1 (stereo not drawn),52*,4,-4,-8,0.5,-1,5,-1,-9
O=C(O)c1cccnc1SC1CC(=O)N(Cc2ccccc2)C1=O (stereo not drawn),4,2,-3,-7,1,5,4,7,-6
N#CC1=C(N)Oc2n[nH]c(-c3cccs3)c2C1c1cccnc1 (stereo not drawn),69*,-9,8,-11,0.3,2,6,-10,7
C=CCn1c(COc2ccccc2)nnc1SCC(=O)Nc1ccc2c(c1)OCCO2,23,7,-8,-2,0.8,9,8,-12,9
Cc1cc(NC(=O)CCC(=O)N(Cc2ccco2)C(C)(C)C(=O)NC2CCCCC2)no1,nt,8,-8,-10,nt,2,-7,7,12
O=C(Nc1ccccc1)c1ccccc1O,24,-7,6,-12,0.8,6,7,-11,-1
c1ccc(-n2cnnc2SCc2cn3cccnc3n2)cc1,-15,11,-8,-3,1.2,11,14,1,12
O=C(COC(=O)c1ccccc1NC(=O)c1ccco1)Nc1ccc2c(c1)OC(F)(F)O2,76*,-5,4,-8,0.2,-1,nt,-1,18
NC(=O)CC(c1ccccc1)c1ccco1 (stereo not drawn),-1,10,-10,-10,1,10,0,8,-20
COC(=O)c1sc(NC(=O)CSc2nncs2)c(C(=O)OC)c1C,66*,-8,8,-8,0.3,12,1,3,-13
O=C(CCC1CCCCC1)Nc1c2c(nn1-c1ccc(F)cc1)CS(=O)C2 (stereo not drawn),22,6,-6,-17,0.8,10,6,2,-7
O=C1C2C(C(=O)N1c1ccncc1)C1C=CC2C12CC2 (stereo not drawn),75*,2,-3,-7,0.3,1,5,-2,24
O=C(CC(=O)NCc1cccnc1)NCc1cccnc1,3,6,-8,-7,1,5,5,2,-13
CCSc1nccc(-c2nn(-c3ccc(C)cc3)ccc2=O)n1,63*,-6,6,-5,0.4,16,-6,2,-26
COc1ccccc1NC(=O)C1CCCN(S(=O)(=O)c2cnc[nH]2)C1 (stereo not drawn),61*,-2,1,-15,0.4,7,12,3,-6
N#Cc1cc(-c2ccccc2)cnc1Sc1ccccc1,78*,nt,nt,-5,0.2,12,nt,3,6
OCCN(Cc1ccccc1)CC1CC=CCC1 (stereo not drawn),-15,-5,4,-15,1.2,2,0,-2,-22
O=C(O)C1CCCN(S(=O)(=O)c2ccc(Br)cc2)C1 (stereo not drawn),-23,3,-1,-4,1.2,8,7,3,12
Cc1ccc(-c2nnc(SCC#N)n2N)cc1,-13,3,0,3,1.1,4,nt,0,-23
CS(=O)(=O)N(CC(=O)Nc1ccc2c(c1)OCCO2)Cc1ccc(Cl)cc1,5,5,-6,-2,0.9,3,-4,-3,-4
CCn1c(=O)c(C(=O)CN2CCOCC2)c(N)n(Cc2ccccc2)c1=O,-18,3,0,-2,1.2,10,11,0,-2
CCn1c(SCc2ccc(C(=O)OC)o2)nnc1-c1c[nH]c2ccccc12,83*,nt,nt,73*,0.2,-2,3,-5,23
CCCC(=O)NC(C)c1nc2ccccc2n1C (stereo not drawn),2,-2,-2,-6,1,4,-3,2,-36
CCOC(=O)CSc1nnc(NC(=O)c2cccc(S(=O)(=O)N3CCCCCC3)c2)s1,37,12,-11,-10,0.6,10,1,0,2
C=CCn1c(CSc2nc3ccccc3s2)n[nH]c1=S,0,0,2,0,1,2,4,9,-2
Cc1cc(C)cc(NC(=O)CSc2nnc(-c3ccccc3)n2N)c1,-3,-5,2,-4,1,4,3,-4,-9
COc1ccc(S(=O)(=O)N2CCN(C(=O)NC3CCCCC3)CC2)cc1OC,-55,0,-2,-8,1.5,7,-2,3,-1
Cc1ccc(Oc2ccc3c(c2)C(=O)N(c2ccc(S(=O)(=O)Nc4nccs4)cc2)C3=O)cc1,64*,11,-11,-6,0.4,-4,nt,-5,24
CC1CCCN(C(=O)C2CCN(CC3CC=CCC3)CC2)C1 (stereo not drawn),-26,-3,2,-9,1.3,0,0,-2,6
Cc1cc(OC(=O)c2cc(Cl)nc3ccccc23)ccc1Cl,8,0,-1,-13,0.9,1,nt,0,8
COc1cc(C(C#N)N2CCCCC2)ccc1O (stereo not drawn),16,-8,6,-7,0.8,4,-5,0,-24
CCOC(=O)C1=C(C)Nc2ncnn2C1c1cccs1 (stereo not drawn),18,1,0,1,0.8,3,8,-3,-26
CCOc1ccccc1/C=c1\sc2ncnn2c1=O,-123,2,-3,-8,2.2*,3,4,-5,-2
COc1ccc(NC(=O)C(CCSC)N2C(=O)c3ccccc3C2=O)cc1 (stereo not drawn),-18,0,0,-7,1.2,12,-1,6,22
Cn1c(SCC(=O)C(C)(C)C)nnc1-c1cccnc1,-11,-9,7,-2,1.1,6,12,3,-6
CC(=O)C(Sc1ccc2nnc(-c3ccncc3)n2n1)C(C)=O,nt,-2,1,-13,nt,2,-11,2,12
CCCn1nnnc1SCC(=O)N1CCN(C(=O)c2ccco2)CC1,-1,13,-10,-4,1,6,6,-2,-2
O=C(NC(=S)Nc1nc(-c2ccc(Br)cc2)cs1)c1cccnc1,27,-1,3,-6,0.7,-2,nt,-11,19
COc1ccc(-c2noc(-c3ccccc3C(=O)Nc3cccnc3)n2)cc1OC,42,-5,2,-4,0.6,5,2,6,1
COCCOC(=O)C1=C(C)NC(SCC(=O)NC(C)(C)C)=C(C#N)C1c1ccco1 (stereo not drawn),86*,0,-3,-4,0.1,4,6,0,14
Cc1ccc(S(=O)(=O)Nc2ccc(S(=O)(=O)N3CCCC3)cc2)cc1,98*,10,-10,1,0,0,12,3,12
O=C(CP(=O)(c1ccccc1)c1ccccc1)N1CCCCC1,-2,4,-7,-9,1,7,-3,4,8
Cc1ccccc1Cn1nnc(-c2ccc3c(c2)OCO3)n1,nt,-5,4,-9,nt,14,8,-5,8
CCOC(=O)Cc1csc(NC(=O)c2sc3nc4ccc(C)cc4cc3c2N)n1,49,17,-14,-8,0.5,81*[fluorescence artefact?],nt,3,-20
COc1ccc(-c2cc(C(F)(F)F)nc(N3CCCCC3)n2)cc1OC,5,-3,1,4,1,8,1,-6,-10
Cc1ccc(NC(=O)CC2CS(=O)(=O)CC2CC(=O)Nc2ccc(C)c(C)c2)cc1C (stereo not drawn),6,5,-2,-12,0.9,4,nt,1,1
COc1cccc(N2CCN(C3CCCC(C)C3)CC2)c1 (stereo not drawn),48,0,-3,-13,0.5,0,-5,3,25
Cc1sc2ncnc(N[C@@H](CCC(=O)O)C(=O)O)c2c1C,4,1,-3,-15,1,2,5,11,14
NC(=O)CSc1nnnn1-c1ccc2c(c1)OCCO2,nt,11,-10,-16,nt,8,-2,4,-1
CC(C)(C)c1ccc(Cn2nnc3c(=O)[nH]c(C4CCN(C(=O)Cc5cccs5)CC4)nc32)cc1,99*,13,-13,-12,0,-3,7,-2,9
COc1cccc(-c2nnc(-c3ccc(C(F)(F)F)cc3)o2)c1,nt,-7,4,-2,nt,10,-4,11,-5
CN(C)S(=O)(=O)c1ccc(C(=O)OCn2nnc3ccccc3c2=O)cc1,59*,-21,17,-20,0.4,7,0,4,-10
Cc1ccc(-n2ncc3c(=O)n(CC(=O)N4CCCc5ccccc54)cnc32)cc1C,nt,-6,3,-7,nt,13,-2,-5,-6
CCN(CC(=O)Nc1cccc(Br)c1)Cc1nc2ccccc2c(=O)[nH]1,65*,4,-2,-4,0.3,18,nt,1,15
Cc1ccc(-c2cc(C(=O)Nc3c(C)n(C)n(-c4ccccc4)c3=O)[nH]n2)c(O)c1,-4,-1,-2,-5,1,0,2,-7,7
Cc1c(Cl)cccc1NC(=S)NCCC(C)C,30,4,2,0,0.7,-4,nt,-9,-3
Cc1nc2cc(NC(=O)N3CCC(c4ccccc4)C3)ccc2n1C (stereo not drawn),18,-6,7,-11,0.8,4,1,5,-10
# Carrying on:
SMILES,CYP2C9 inhib,LYP inh 2,LYP act,PLK1 kinase inh,CYP2C9 act,HIV Rev-RRE inh,Calb biofilm kill,EphB4 antag,Plk1 PBD FP
Cc1noc(C)c1S(=O)(=O)N1CCCCC1,32,-2,-2,-14,0.7,4,2,0,2
O=C(CN1CCN(c2ccccn2)CC1)NC1CCCCC1,24,11,-7,-8,0.8,0,0,2,-15
COCCn1c(SCc2cccnc2)nnc1-c1c[nH]c2ccccc12,55*,nt,nt,75*,0.4,1,12,0,-21
Cc1cccc(NCc2cc(Cl)cc(Cl)c2O)n1,nt,2,-5,-7,nt,-1,7,3,0
CC(=O)Nc1ccc(S(=O)(=O)NCCc2ccc(F)cc2)cc1,37,-1,-2,-8,0.6,6,10,0,-28
CSC1=NCCN1C(=O)Cc1ccc(Cl)cc1,27,-7,3,-7,0.7,9,3,8,17
CCN(Cc1ccccc1)C(=O)COC(=O)c1n[nH]c2ccccc12,4,19,-18,-6,1,13,5,2,-3
Cc1ccc(C2CC(=O)c3cnc(NC(=O)c4ccco4)nc3C2)cc1 (stereo not drawn),22,-3,2,-10,0.8,0,5,-3,-27
CC(C)Cn1c(N)c(C(=O)NCCN2CCOCC2)c2nc3ccccc3nc21,18,-3,1,-19,0.8,8,3,-1,-4
O=C(N/C=C\c1ccccc1)NCc1ccc(Cl)cc1,9,9,-6,-11,0.9,4,nt,3,-2
O=C(CSc1nnc(-c2ccccc2O)o1)Oc1ccc(Br)cc1,4,11,-9,-10,1,9,3,8,-10
CCOc1ccc2nc(SCC(=O)c3ccc(Cl)s3)sc2c1,-77,6,-2,-2,1.8,12,4,1,-2
O=C(CSc1nc(-c2ccco2)cc(C(F)(F)F)n1)NCC1CCCO1 (stereo not drawn),24,8,-7,-14,0.8,2,3,1,-1
Cc1ccc(C(=O)Nc2ccc(N3CCN(S(C)(=O)=O)CC3)cc2)cc1,-2,7,-7,0,1,9,nt,8,-10
Cc1cccc(C)c1NC(=O)CCS(=O)(=O)c1cccc2nsnc12,-1,8,-4,2,1,10,-2,7,-18
CCCCCCN1Cc2ccccc2C1,-10,-4,3,-3,1.1,-2,4,-8,6
CCOc1ccccc1C(=O)N1CCC(n2nnc3cc(C(F)(F)F)ccc32)CC1,53*,1,2,1,0.5,7,7,4,0
